aSyn rescue: alpha-synuclein toxicity inhibition in yeast; Yeast expressing alpha-synuclein, growth rescue, BacTiter-Glo, 24 h; Potency, µM (top dose mostly 46.1 µM), inactives show at the top dose growth rescue (activation), usual class: activators; hit rate 0.14% among 370,000; AID 652106; note: potency is the fitted concentration of half-maximal effect; % of control where 0% means no effect; nearly all actives have a fitted effect of over 65% in size
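Screening used galactose-induced yeast with toxic alpha-synuclein levels, exposed to compound for 24 hr at 30 deg C. Cell growth, read with BacTiter-Glo luminescence, gave the measured signal.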
Abeta rescue: restores growth of yeast expressing A-beta42 peptide; AID 1347071; Potency, µM (doses to about 46.1 µM), inactives show at the highest dose growth rescue, hits mostly activators; hit rate 0.063% among 410,000; yeast expressing A-beta42, growth rescue, OD600, 48 h; response scale: 0% DMSO, 100% iron-clioquinol control; note: potency is the fitted concentration of half-maximal effect; nearly all actives have a fitted effect of over 55% in size
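Yeast growth medium received pinned compounds, then yeast cells expressing toxic A-beta were added; plates incubated at 30 C for 48 hr. Growth read as absorbance at 600 nm, normalized to DMSO and equimolar FeCl3 plus clioquinol controls.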
EPAC2 antag: antagonists of human EPAC2; EPAC2 GEF exchange of Rap1B-BODIPY-GDP, fluorescence; Potency, µM (top dose mostly 114 µM), inactives show at the highest dose activity, negative = inhibition, usual class: inhibitors; hit rate 0.18% among 360,000; Q8WZA2; note: potency is the fitted concentration of half-maximal effect; % is set by controls: 0 for no effect and ±100 for the full control effect; nearly all actives have a fitted effect of over 45% in size; many of its hits are not listed in these tables
D3 ag: activates the human D3 dopamine receptor. hit rate 0.58% among 410,000. AID 652048. max activation, %. D3R DiscoveRx beta-arrestin cells, luminescence, 90 min. P35462; in the data active = max activation above about 30%; note: 0% is about no effect; mostly tested at two doses, the higher about 12 µM
Target sequence (P35462 whole entry, looked up): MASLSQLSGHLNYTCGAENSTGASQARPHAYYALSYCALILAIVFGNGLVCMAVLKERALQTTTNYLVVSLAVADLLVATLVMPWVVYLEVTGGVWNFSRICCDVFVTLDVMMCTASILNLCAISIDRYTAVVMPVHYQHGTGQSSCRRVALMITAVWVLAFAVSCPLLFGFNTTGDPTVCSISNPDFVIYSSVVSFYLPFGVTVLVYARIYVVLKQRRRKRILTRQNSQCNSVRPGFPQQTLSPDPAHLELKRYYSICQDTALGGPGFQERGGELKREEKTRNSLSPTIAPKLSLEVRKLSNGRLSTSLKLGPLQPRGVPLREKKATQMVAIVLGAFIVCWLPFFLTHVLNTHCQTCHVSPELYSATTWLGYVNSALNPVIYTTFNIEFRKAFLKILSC
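Agonist mode: compounds and dopamine controls were applied to plated cells for 90 min at 37 degrees C after an overnight attachment at 1500 cells/well. Luminescent read-out followed 30 - 60 minutes at room temperature with DiscoveRx detection reagent.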
EPAC2 ag: EPAC2 (human) agonism; Q8WZA2; EPAC2 activation, biochemical qHTS; response scale: 100% = 6.5 mM cAMP response; Potency, µM (doses to about 154 µM), for inactives: at the highest dose activation, hits mostly activators; hit rate 0.079% among 360,000; AID 720711; note: potency is the fitted concentration of half-maximal effect; nearly all actives have a fitted effect of over 50% in size
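qHTS, titration series. 100 nM EPAC2 / 250 nM Rap1B-BODIPY-GDP / 50 uM GDP; RT; ex 480/em 540 nm, 5-min reads to 30 min. Norm. to 6.5 mM cAMP = activation.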
FUS suppressor: FUS proteinopathy suppression in yeast | S. cerevisiae FUS-expressing, growth rescue, OD600, 24 h | Potency, µM (doses to about 76.6 µM), for the others: top-dose growth rescue (activation), most hits filed as activators | hit rate 0.24% among 390,000 | AID 1347120;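 note: potency is the fitted concentration of half-maximal effect; plate controls were DMSO vehicle for no effect and reference control for full effect; nearly all actives have a fitted effect of over 55% in size; some results filed as inactive show a strong effect at the top dose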
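FUS-expressing yeast, raffinose-pregrown, induced in 2% galactose minimal medium at OD 0.005; compounds in a dilution series, 24hr at 30C. Growth restoration read as absorbance at 600 nm. CP55940 positive control, DMSO negative.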
TDP43 rescue: inhibitors of TDP-43 toxicity in yeast; TDP-43 expressing yeast growth rescue, BacTiter-Glo, 24 h; AID 652104; hit rate 1.8% among 410,000; Potency, µM (top dose mostly 46.1 µM), without a hit: top-dose growth rescue (activation), actives largely listed as activators; note: potency is the fitted concentration of half-maximal effect; % of control where 0% means no effect; nearly all actives have a fitted effect of over 50% in size
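Readout is BacTiter-Glo luminescence of cell growth, so inhibitors register as activators. TDP-43-expressing yeast at OD600=0.02 in galactose medium, after raffinose pregrowth to mid-log, were incubated with compound for 24 hr at 30 deg C.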
DRD3 antagonist: antagonists of human D3 dopamine receptor; P35462; D3R cells, DiscoveRx beta-arrestin luminescence, antagonist mode; hits give low values; max response, negative = inhibition, %; hit rate 2.5% among 360,000; in the data active = max response below about -50%; inconclusive = no clear call, values can overlap the other calls; note: % is set by controls: 0 for no effect and ±100 for the full control effect; mostly tested at two doses, the higher about 12 µM
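Cells plated overnight at 1500 cells/well, then exposed to library compounds with dopamine controls for 90 minutes at 37 degrees C. DiscoveRx reagent added for 30–60 minutes at room temperature; luminescence read, quantitative HTS format.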
Starred values were filed as active, the others as inactive; ? = inconclusive; nt = not tested or not shown; [ ] = dose if it differs, or a comment. Unless noted, calls come from the whole dose curve; as a rule, active = well fitted curve in the direction sought with a large enough effect; inconclusive = small, poorly fitted or top-dose-only effect, or another doubt; inactive = no such curve, though single readings can be large; an effect the other way counts as inactive or inconclusive.

SMILES	aSyn rescue	Abeta rescue	EPAC2 antag	D3 ag	EPAC2 ag	FUS suppressor	TDP43 rescue	DRD3 antagonist
CC(=O)c1c(N2CCCCC2)nc(=S)n(Cc2ccccc2)c1C	0%	6%	3%	0	4%	24%	-10%	19
Cc1ccc(NC(=O)CN2C(=O)S/C(=C/c3ccc(O)c([N+](=O)[O-])c3)C2=O)cc1C	10%	5%	?	-6	-12%	12%	-10%	-10
Cc1cccc(-c2cccc(NC(=O)C3CCCN(C(=O)c4cccnc4)C3)c2)c1 (stereo unspecified)	1%	4%	-3%	6	3%	?	21%	3
Cc1cc(C2C(C#N)=C(N)SC(N)=C2C#N)c(C)s1	-2%	?	14%	-4	9%	41%	?	3
COCCNC(=S)N(Cc1cccnc1)Cc1ccc(OC)c(OC)c1	0%	8%	-3%	0	5%	nt	11%	0
COc1cc(C(=O)NCC(c2cccnc2)N2CCc3ccccc3C2)cc(OC)c1OC (stereo unspecified)	nt	-11%	nt	-2	nt	-20%	25%	nt
CC1CCC(C(C)C)C(OCC(O)CNC(C)(C)C)C1 (stereo unspecified)	9%	6%	14%	1	8%	-39%	8%	12
Cc1nc2ccccc2c(=O)n1/N=C/c1ccc(OC(F)F)cc1	-5%	-6%	3%	5	15%	5%	15%	-13
CCC1=C(OC(=O)N(CC)CC)N2C(=O)OC(=NCC3CC3)[C@]2(Cc2ccccc2)[C@H]2C1=CC[C@H]1C(=O)N(C)C(=O)[C@H]12	0%	6%	5%	-13	2%	?	4%	-5
CN1CCN(NC(=O)c2cc(S(=O)(=O)N3CCOCC3)c(Cl)cc2Cl)CC1	-4%	13%	4%	2	3%	9%	-6%	-17
COC(=O)c1ccc(CSc2nnc(SCc3ccc(C(=O)OC)o3)s2)o1	19%	8%	10%	1	12%	24%	8%	-20
Cc1cc(F)ccc1-c1cc(C(=O)NCc2cccc(C(F)(F)F)c2)[nH]n1	-1%	6%	-16%	0	9%	-17%	?	16
CCOc1ccccc1NC(=O)N(Cc1ccc(F)cc1)C1CCN(CC)CC1	nt	-4%	nt	-11	nt	5%	16%	nt
CC(=O)c1cccc(-c2ccnc3c2CC(C(=O)NCc2cccs2)O3)c1 (stereo unspecified)	-2%	-14%	5%	-9	-5%	8%	9%	?
O=C(c1ccc(S(=O)(=O)NCc2ccco2)cc1)N1CCCC1	0%	-4%	8%	-9	7%	-3%	5%	-5
COc1c(Cl)cnn(-c2cccc(C)c2)c1=O	-2%	-5%	25%	-8	14%	-25%	-3%	-25
O=C(CCC(=O)N1CCOc2ccc(Cl)cc21)NCc1ccccc1	0%	5%	12%	-14	11%	-8%	19%	?
Cc1cc2nc(-c3nnnn3-c3c(C)cccc3C)c(=O)[nH]c2cc1C	2%	-6%	3%	7	-4%	-6%	23%	74
O=C(NCC(O)c1ccc2ccccc2c1)c1c(F)cccc1F (stereo unspecified)	4%	-2%	6%	2	1%	0%	10%	-13
CCn1c(CC(=O)Nc2ccc(Cl)c(Cl)c2)nnc1SCc1ccc(Cl)cc1	1%	4%	20%[57.1 µM]	-13	-15%	2%	-9%	26
COc1ccc(Cc2c(-c3ccc(OC)c(OC)c3)nc3c(C)cc(Br)cn23)c(C)c1	4%	2%	4%	6	6%	20%	9%	4
O=C(OCCCc1cc2ccccc2c(=O)o1)c1ccc2c(c1)OCO2	0%	-5%	-15%	-13	19%	28%	-3%	-19
CCOCCCNC(=O)CN1C(=O)c2c(c3ccccc3n2C)C1c1ccc(OC)cc1 (stereo unspecified)	nt	-1%	nt	0	nt	32%	13%	nt
CCCCNCCS(=O)(=O)NCc1ccccc1	6%	7%	8%	-37	-6%	-23%	10%	-71*
CCN1CCC(N(Cc2cccc(OC)c2)C(=O)Nc2cccc(C)c2C)CC1	nt	-15%	nt	-8	nt	-6%	7%	nt
Cc1ccc(CNC(=O)C(NS(=O)(=O)c2cccc3nsnc23)C(C)C)cc1 (stereo unspecified)	-1%	6%	0%	-2	4%	6%	1%	-2
CCOC(=O)C1=C(CSc2nc(-c3ccncc3)ccc2C#N)OC(N)=C(C#N)C1c1ccc(OC)cc1 (stereo unspecified)	-6%	24%	-4%	-1	4%	?	13%	-10
O=C1CC(C(=O)NCc2ccccc2)C2(CCCC2)O1 (stereo unspecified)	-6%	10%	0%	-11	3%	-10%	-17%	-22
Cc1ccc(S(=O)(=O)N/N=c2\sc3ccccc3n2C)cc1	-9%	13%	0%	-4	-8%	-6%	12%	-9
O=C(Cn1cnc2ccccc21)Nc1ccccc1-c1ccccc1	-3%	-13%	-2%	-5	16%	22%	-34%[inhibitor]	1
O=C(CSc1ccccn1)N1CCN(S(=O)(=O)c2ccc(Cl)cc2)CC1	9%	-12%	-9%	10	8%	10%	-15%	-26
Cn1c(N)c(Sc2ccc([N+](=O)[O-])cc2)c(=O)n(C)c1=O	-5%	-11%	1%	-1	12%	-4%	21%	-11
COc1cc(NC(=O)CSc2ccccc2)c(C(=O)O)cc1OC	-1%	-8%	15%	1	-1%	nt	-27%	0
Cc1[nH]c2ccccc2c(=O)c1CN(C)Cc1ccccc1	-3%	3%	-3%	-3	7%	16%	-8%	-63*
Cc1ccc(NC(=O)c2ccc(-n3cccn3)nc2)cc1	-4%	-15%	2%	1	-4%	-7%	-6%	7
Cn1cnc([N+](=O)[O-])c1Sc1ccc(Br)cc1	2%	-24%	7%	0	11%	-24%	?	-2
c1ccc(SCCN2CCN(c3ccccc3)CC2)cc1	-7%	12%	2%	-8	16%	11%	-6%	-103*
O=C(CN1C2CCCC1CC(NC(=O)c1ccco1)C2)Nc1ccccc1C(F)(F)F (stereo unspecified)	-6%	5%	9%	8	-5%	3%	3%	8
Cc1cc(C)n(Cc2ccc(NC(=O)c3nn(C)cc3[N+](=O)[O-])cc2)n1	1%	8%	7%	7	-2%	7%	-11%	7
CCCc1nc2ccc(C(=O)OC)cn2c1Cc1ccccc1C(F)(F)F	2%	-6%	?	4	0%	11%	12%	-4

Three compounds from above, limited to EPAC2 ag:
SMILES,EPAC2 ag
Cn1c(N)c(Sc2ccc([N+](=O)[O-])cc2)c(=O)n(C)c1=O,12%
Cc1ccc(CNC(=O)C(NS(=O)(=O)c2cccc3nsnc23)C(C)C)cc1 (stereo unspecified),4%
Cn1cnc([N+](=O)[O-])c1Sc1ccc(Br)cc1,11%

Further entries
SMILES	aSyn rescue	Abeta rescue	EPAC2 antag	D3 ag	EPAC2 ag	FUS suppressor	TDP43 rescue	DRD3 antagonist
CC(C)CCNC(=O)CCCn1c(=O)c2cccn2c2ccccc21	nt	-3%	nt	4	nt	-7%	7%	nt
NC(=O)c1ccccc1Nc1nc(NCCO)nc(N2CCCC2)n1	nt	-18%	17%	nt	1%	-20%	nt	nt
COc1cc(C(=O)Nc2cc(C(F)(F)F)ccc2N2CCOCC2)ccc1O	-4%	-7%	6%	-2	2%	-13%	5%	-1
CCOc1ccccc1NC(=O)Nc1nnc(N2CCCC(C)C2)s1 (stereo unspecified)	nt	-8%	nt	0	nt	-17%	13%	nt
Cc1ccccc1-c1nc(CN2CCCC2c2ccc(F)cc2)c(C)o1 (stereo unspecified)	6%	10%	-5%	5	12%	15%	-18%	-18
CC(=Cc1ccccc1)C(=O)c1ccccc1	-5%	3%	-24%	-11	3%	-9%	22%	-11
O=C(COc1ccccc1)N1CCN(C(=O)c2ccccc2F)CC1	?	-13%	5%	7	1%	-11%	23%	-5
O=C(CCn1c(=O)c2ccccc2n(CC(=O)Nc2ccc(F)cc2)c1=O)NCCc1ccccc1	nt	-7%	nt	6	nt	10%	?	nt
CC(=O)c1ccc(NC(=O)c2nc3ccccc3n(C)c2=O)cc1	nt	-4%	nt	1	nt	-15%	22%	nt
Cc1noc(C)c1S(=O)(=O)N1CCC(C(=O)N2CCN(Cc3ccc4c(c3)OCO4)CC2)CC1	-4%	4%	-6%	-9	11%	28%	0%	-1
COc1ccc(-c2nc(CS(=O)(=O)CC(=O)NCCCN3CCOCC3)c(C)o2)cc1	-5%	0%	5%	2	5%	15%	0%	2
Cc1ccsc1C(=O)NCC(C)(C)N1CCOCC1	11%[1.84 µM]	-4%	-2%	4	12%	-4%	-4%	-11
CCSc1ccccc1C(=O)N1CCN(c2nc3ccccc3s2)CC1	nt	-29%	nt	-9	nt	42%	18µM*	nt
COc1ccc(NC(=O)C2CCN(S(=O)(=O)c3cc(-c4noc(C)n4)ccc3C)CC2)cc1	nt	-34%[inhibitor]	nt	-12	nt	26%	-22%	nt
O=S1(=O)CC(N2CCCC2)CN1Cc1cn(Cc2cccc(C(F)(F)F)c2)nn1 (stereo unspecified)	4%	-7%	4%	7	5%	-6%	17%	42
CNS(=O)(=O)c1ccc(Oc2ccc(S(=O)(=O)NC)cc2)cc1	-1%	-6%	-4%	-8	18%	-10%	7%	-3
Cc1ccc(-n2ncc(C#N)c2N)cc1	-1%	20%	9%	3	0%	-10%	0%	-6
O=C(NC1CCCCCC1)C1CCN(C(=O)Cc2ccccc2)CC1	6%	13%	4%	-1	-7%	3%	2%	19
CC(=O)NCCN1C(=O)S/C(=C\c2cccs2)C1=O	5%	-7%	2%	1	3%	4%	17%	13
CCCc1ccc(C(O)c2ncc(-c3ccc(C)cc3)[nH]2)cc1 (stereo unspecified)	1%	21%	6%	-6	-3%	0%	5%	-1
N#CC1=C(N)Oc2cc(N)ccc2C1c1ccccc1F (stereo unspecified)	4%	-3%	-22%	14	0%	10%	11%	18
CCOC(=O)c1c(C)[nH]c(CCC(=O)Nc2cc(C)ccc2OC)c1C	nt	-18%	nt	-5	nt	12%	18%	nt
Fc1ccc(-n2cc(CNCCc3ccccn3)c(-c3ccccc3Cl)n2)cc1	-1%	-2%	-2%	-39	-2%	13%	-3%[9.22 µM]	-86*
C=CCN(Cc1cn(C)nc1-c1cccc(Cl)c1)C1CCS(=O)(=O)C1 (stereo unspecified)	8%	5%	6%	8	3%	-2%	-13%[1.82 µM]	-5
CCOC(=O)N(C)c1c(CC)nc2c(OCc3ccc(Cl)cc3Cl)cccn12	-8%	27%	-6%	-12	18%	16%	20%	-28
CCN(CC)S(=O)(=O)c1ccc(C(=O)NC2CC(=O)N(c3ccc(OC)c(OC)c3)C2)cc1 (stereo unspecified)	nt	-5%	nt	9	nt	25%	?	nt

Only part of the results is shown. The share of hits here may be higher or lower than overall.
